Compound activity: PubChem BioAssay, several laboratories
HTRA1 inh: HTRA1 (human) protease inhibition | Q92743 | recombinant HTRA1, FP-rhodamine activity-based probe, fluorescence polarization | inhibition, % at 5.96 µM | 340,000 tested, 0.5% active; in the data active = inhibition above about 36%;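 also: 0% = enzyme with DMSO and 100% = wells lacking enzyme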
TCR-CD3 inh: inhibitors of human TCR-CD3 interaction; AID 651800; 360,000 tested, 0.37% active; TAMRA-labeled TCR probe fluorescence, biochemical; inhibition, % at 9.4 µM; in the data active = inhibition above about 19%;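 also: recombinant mutant TCR 2C K166C tagged with TAMRA read by polarization; 0% = receptor in buffer alone and 100% = receptor with positive control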
SIAE inh: inhibitors of human sialic acid acetylesterase SIAE. Q9HAT2. SIAE FP-Rh probe binding, fluorescence polarization. inhibition, % at 9.66 µM. 370,000 tested, 0.69% active;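 active = inhibition above a cutoff: mean of compounds within the control limits plus 3 SD of those, cut at about 17% in these data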;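 also: 0% = plate median of compound wells and 100% = probe without SIAE protein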
UHRF1 binding: UHRF1 methyl-DNA binding inhibition; 370,000 tested, 0.75% active; UHRF1 binding to methylated oligo, TR-FRET; inhibition, % at 4.4 µM; Q96T88; in the data active = inhibition above about 21%;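 also: UHRF1 SRA domain binding a hemimethylated CpG hairpin DNA probe; 0% = median of test compound wells and 100% = reference inhibitor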
Target sequence (Q96T88 whole entry, looked up, the tested form may be a part): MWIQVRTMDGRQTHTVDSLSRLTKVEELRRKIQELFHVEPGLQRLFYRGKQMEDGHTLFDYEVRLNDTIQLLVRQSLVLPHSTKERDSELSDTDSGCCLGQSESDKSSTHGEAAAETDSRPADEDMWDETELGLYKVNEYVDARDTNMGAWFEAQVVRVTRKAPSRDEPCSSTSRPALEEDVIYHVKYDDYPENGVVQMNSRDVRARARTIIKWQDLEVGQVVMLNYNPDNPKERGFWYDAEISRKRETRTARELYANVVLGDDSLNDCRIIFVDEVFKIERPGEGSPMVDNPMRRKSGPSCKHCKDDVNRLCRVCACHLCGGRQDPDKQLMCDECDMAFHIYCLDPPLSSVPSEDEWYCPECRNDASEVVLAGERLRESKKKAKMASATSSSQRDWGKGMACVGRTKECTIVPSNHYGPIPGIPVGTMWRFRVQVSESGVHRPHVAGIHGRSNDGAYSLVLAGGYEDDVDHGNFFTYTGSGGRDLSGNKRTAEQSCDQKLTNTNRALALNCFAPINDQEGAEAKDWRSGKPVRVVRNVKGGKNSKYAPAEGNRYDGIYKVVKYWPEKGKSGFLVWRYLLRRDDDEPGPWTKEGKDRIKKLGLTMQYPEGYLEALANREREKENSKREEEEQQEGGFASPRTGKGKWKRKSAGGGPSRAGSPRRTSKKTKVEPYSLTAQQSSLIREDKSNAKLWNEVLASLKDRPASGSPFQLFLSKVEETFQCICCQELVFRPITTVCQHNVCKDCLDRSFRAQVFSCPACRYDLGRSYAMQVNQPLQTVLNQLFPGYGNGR
GC-A act: GC-A (human) enzyme activation. P16066. HEK293 GC-A cells, cGMP TR-FRET, EC30 ANP; 0% at EC30 ANP, 100% saturating ANP. activation, % at 10 µM. 370,000 tested, 0.14% active. AID 1671463; in the data active = activation above about 40%
PRMT1 FP inh: PRMT1 (human) inhibition, primary screen | Q99873 | 370,000 tested, 1.3% active | recombinant PRMT1, activity-based probe fluorescence polarization | inhibition, % at 2.79 µM | AID 652257;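 active = inhibition above about 21% made by adding two undisclosed values, limit read from the data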
mABHD4 FP: inhibits mouse alpha/beta hydrolase domain 4. purified mABHD4, FP-Rh probe fluorescence polarization. inhibition, % at 8.92 µM. 370,000 tested, 0.54% active;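 active = inhibition exceeding the mean over every tested compound plus 3 SD, cut at about 30% in these data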;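 also: 0% = plate median of compound wells and 100% = S159A mutant with DMSO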
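Test system: mABHD4 protein; Read-out basis: % inhibition; Incubation: 45 min + 60 min at 25 °C; Repeats: single replicate; Technique: fluorescence polarization with parallel and perpendicular emission, 525/598 nm; Compound: 8.92 µM, single dose; Benchmarks: full inhibition S159A mutant plus DMSO, zero as sample-well median.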
rCAG binder: r(CAG) repeat RNA binding; 370,000 tested, 1.3% active; TO-PRO-1 dye displacement fluorescence; inhibition, % at 3 µM; AID 651821;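 active = inhibition above the plate cutoff, the mean of all test compounds on that plate plus 3 SD, cut at about 35% in these data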;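 also: 0% = DMSO alone and 100% = 100 µM mitoxantrone as full dye displacement; higher means more dye released from RNA so lower well fluorescence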
NPR2 activator: GC-B (human) receptor activation; P20594; HEK293-GC-B cells, CNP EC30, cGMP TR-FRET; 0% at EC30 CNP, 100% saturating CNP; activation, % at 10 µM; 370,000 tested, 0.11% active; AID 1920062;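 active = activation at 10 µM reaching about 35% in either raw or pattern-adjusted values, limit read from the data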
MBD2 DNA inh: inhibitors of human MBD2 binding to methylated oligonucleotide. TR-FRET. Q9UBB5. 370,000 tested, 0.31% active. inhibition, % at 4.4 µM; in the data active = inhibition above about 13%
An asterisk follows results filed as active; x = no result given.

SMILES	HTRA1 inh	TCR-CD3 inh	SIAE inh	UHRF1 binding	GC-A act	PRMT1 FP inh	mABHD4 FP	rCAG binder	NPR2 activator	MBD2 DNA inh
Cc1cccc(OCC(=O)OC(C)CN2CCCCC2)c1 (stereo unspecified)	4	4	3	-5	-1	-1	1	-2	5	2
CCN(CCO)c1ccc(-n2c(N)c(C(=O)OC)c3nc4ccccc4nc32)cc1	7	-3	5	-2	4	1	2	4	-2	-1
COc1ccc(CN(C)C(=O)c2[nH]c(C)c(C(C)=O)c2C)c(OC)c1OC	1	-1	3	1	2	-3	0	-4	0	-3
COc1ccc(C2CC(c3ccccc3O)=NN2C(=O)c2ccccc2)cc1OC (stereo unspecified)	0	-7	-2	6	3	0	-9	0	-1	4
CCOc1ccc(NC(=O)C(C)O)c(NS(=O)(=O)c2ccc(CCNC(C)=O)cc2)c1 (stereo unspecified)	5	0	4	4	1	0	-4	2	3	5
O=C(O)CCCC(=O)OCCCCc1cccs1	-2	-4	-5	1	-1	2	4	0	-4	-4
Cc1ccc(/C=C/C(=O)Nc2ccncc2)o1	3	0	3	-2	2	8	11	0	2	-4
Cc1ccccc1OCC(=O)N(Cc1cccc(F)c1)C1CCS(=O)(=O)C1 (stereo unspecified)	8	-4	10	0	-5	2	2	-5	-4	-2
CN1CCCCC(NC(=O)c2cccc([N+](=O)[O-])c2)C1=O (stereo unspecified)	x	-4	2	0	-1	0	-7	2	-7	1
O=C(c1cc(-c2ccc(Br)cc2)n[nH]1)N1CCN(C(=O)c2ccccc2Br)CC1	-14	11	-3	-2	18	-4	-5	-1	14	-7
COCCCNCCOCCOc1ccc(C)cc1Br	0	1	11	0	0	-2	9	3	2	-2
COc1ccc(S(=O)(=O)NC(C)C(=O)NCc2cccnc2)cc1C (stereo unspecified)	6	11	1	-1	2	0	3	0	0	-2
C=CCOc1cccn2c(N(C)C(=O)c3ccncc3)c(CC)nc12	x	-8	6	-1	7	-1	7	1	5	2
O=C1NCCN(CC2CCN(CC3CCCC3)CC2)C1=O	2	6	7	3	-1	3	2	1	4	-3
Cc1cccc(OCC(=O)N2CCC(N3CCOCC3)CC2)c1	3	9	6	-1	3	1	16	-2	0	-2

Ten entries out of the list, sorted by heavy-atom count, ascending:
SMILES	HTRA1 inh	TCR-CD3 inh	SIAE inh	UHRF1 binding	GC-A act	PRMT1 FP inh	mABHD4 FP	rCAG binder	NPR2 activator	MBD2 DNA inh
Cc1ccc(/C=C/C(=O)Nc2ccncc2)o1	3	0	3	-2	2	8	11	0	2	-4
O=C(O)CCCC(=O)OCCCCc1cccs1	-2	-4	-5	1	-1	2	4	0	-4	-4
COCCCNCCOCCOc1ccc(C)cc1Br	0	1	11	0	0	-2	9	3	2	-2
CN1CCCCC(NC(=O)c2cccc([N+](=O)[O-])c2)C1=O (stereo unspecified)	x	-4	2	0	-1	0	-7	2	-7	1
Cc1cccc(OCC(=O)N2CCC(N3CCOCC3)CC2)c1	3	9	6	-1	3	1	16	-2	0	-2
C=CCOc1cccn2c(N(C)C(=O)c3ccncc3)c(CC)nc12	x	-8	6	-1	7	-1	7	1	5	2
Cc1ccccc1OCC(=O)N(Cc1cccc(F)c1)C1CCS(=O)(=O)C1 (stereo unspecified)	8	-4	10	0	-5	2	2	-5	-4	-2
O=C(c1cc(-c2ccc(Br)cc2)n[nH]1)N1CCN(C(=O)c2ccccc2Br)CC1	-14	11	-3	-2	18	-4	-5	-1	14	-7
COc1ccc(C2CC(c3ccccc3O)=NN2C(=O)c2ccccc2)cc1OC (stereo unspecified)	0	-7	-2	6	3	0	-9	0	-1	4
CCOc1ccc(NC(=O)C(C)O)c(NS(=O)(=O)c2ccc(CCNC(C)=O)cc2)c1 (stereo unspecified)	5	0	4	4	1	0	-4	2	3	5

Later entries
SMILES	HTRA1 inh	TCR-CD3 inh	SIAE inh	UHRF1 binding	GC-A act	PRMT1 FP inh	mABHD4 FP	rCAG binder	NPR2 activator	MBD2 DNA inh
CCc1ccc(-c2cc(C)no2)cc1S(=O)(=O)N1CCN(c2ccccc2OC)CC1	-22	-1	-2	4	-8	1	-3	7	-5	-2
Cc1cccc(CN2CCCC(C(=O)N3CCCCC3)C2)c1 (stereo unspecified)	3	-4	-2	-2	5	-2	5	-7	2	-2
COc1ccc(C(=O)N(CCc2ccccc2)Cc2cccs2)c(OC)c1	-20	-1	0	-1	-14	3	-6	-7	-4	0
CN(CC(=O)OCC(=O)c1c(N)n(C)c(=O)n(C)c1=O)S(=O)(=O)c1ccc(Cl)cc1	7	2	2	-2	9	-2	3	0	4	0
COC(=O)c1ccc(Cl)c(NC(C)=O)c1	2	-4	-4	2	-2	1	6	-6	6	4
CCOc1cc(N)c(Cl)cc1C(=O)NCC1CN(Cc2ccc(F)cc2)CCO1 (stereo unspecified)	-14	9	1	-1	-6	2	6	1	-2	0
CN1C(=O)CCC1(O)c1ccccc1 (stereo unspecified)	0	5	-4	-3	0	1	-2	3	-2	4
COc1ccc(OC)c(S(=O)(=O)Nc2cc3c4c(c2)CCN4C(=O)CC3)c1	1	1	2	-2	-3	-3	-1	1	-5	4
CCN1C(=O)/C(=C2\SC(=S)N(c3c(C)n(C)n(-c4ccccc4)c3=O)C2=O)c2ccccc21	-1	-1	9	-7	-2	6	-5	4	-3	-7
CCOC(=O)[C@H]1[C@H]2COc3ccc(Cl)cc3[C@@H]2N2C(=O)c3cc(Br)ccc3NC(=O)[C@@]12C	-61	-2	-31	-2	-9	1	-48	4	-21	2
COc1cccc(C(=O)N(C)c2nnc(-c3ccncc3)s2)c1	5	1	0	4	-1	-7	-2	-4	2	-4
O=C(Nc1ccc(SC(F)F)cc1)c1ccccc1F	-5	0	4	0	1	5	-8	-2	2	5
CCN1CCN(C(=O)C2CCN(S(=O)(=O)c3ccc(SC)cc3)CC2)CC1	0	9	-3	0	1	-5	2	-4	1	-5
CN(C)Cc1ccccc1Sc1ccc(O)cc1O	3	9	10	-4	-2	2	0	-2	5	-3
Cc1ccc(CC(=O)NC2CCN(C)CC2)cc1	2	-4	3	6	1	2	-8	-1	4	2
Cc1ccc(CCc2nnc(SCC(=O)Nc3cc(Cl)ccc3Cl)n2-c2ccccc2)o1	-63	6	-11	1	-15	4	-9	-3	-2	1
CC(C)c1ccc(O)c(NC(=S)NC(=O)CCc2ccccc2)c1	-12	2	2	0	4	-3	-7	-4	3	-1
N#Cc1c(-c2ccccc2Cl)c2c([nH]c1=O)-c1ccccc1OC2	-2	3	0	2	7	3	-4	24	5	21*
Nc1c(C(=O)NCc2ccco2)nnn1CC(=O)Nc1ccc2c(c1)OCO2	10	-7	2	4	-8	1	-2	3	3	-2
CCN(c1ccccc1)S(=O)(=O)c1cc(C(=O)OC(C)C(=O)Nc2ccc3c(c2)OCCO3)ccc1C (stereo unspecified)	-32	-4	-27	7	0	-1	-35	22	-1	-3
O=C(NCc1cccc(F)c1)C1CCN(S(=O)(=O)Cc2ccccc2)CC1	0	7	3	0	-9	0	0	-5	-4	2
COc1cc(C(CCN2CCCCC2)c2c(OC)cc(OC)c3c(C)cc(=O)oc23)cc(OC)c1OC (stereo unspecified)	0	1	2	8	-7	1	3	2	-12	5
CCOc1ccc(/C=N/OCC(=O)NCc2ccco2)cc1	3	6	2	-2	0	1	-3	-2	-2	0
CCOC(=O)c1cnc(SC2CCc3ccccc3C2=O)nc1N (stereo unspecified)	-20	-2	1	-3	4	13	-3	5	-3	0
CC(=O)C1CCC2C3CCC4CC(OC(=O)CCC(=O)O)CCC4(C)C3C(=O)CC12C (stereo unspecified)	3	-4	-7	0	3	-3	-12	12	2	-4
COc1ccc(CN(C)CC(=O)Nc2ccc(SC(F)F)cc2)cc1OC	-10	-1	-3	2	8	-3	-8	-6	1	-3
Cc1ccccc1COn1nnc2ccc(S(=O)(=O)N3CCOCC3)cc21	-9	1	-5	1	0	-5	-4	-2	-5	-1
CCOC(=O)c1oc2ccccc2c1NC(=O)c1ccc(S(=O)(=O)N2CCCC2)cc1	0	-6	-1	2	3	-3	0	4	3	0
CCc1cccc(C)c1NC(=O)COC(=O)C1CC(=O)N(CCc2ccc(OC)c(OC)c2)C1 (stereo unspecified)	-2	3	-1	-1	-1	-1	2	-2	-5	-5
COCCCn1c(SCC(=O)NC(C)(C)C)nnc1-c1cccs1	1	15	-3	1	-2	-2	-2	-4	1	0
COCCN(C(=O)COC(=O)CCSc1ccc(F)cc1)c1c(N)n(Cc2ccccc2)c(=O)[nH]c1=O	-1	-5	-2	3	1	3	3	-7	-3	5
CS(=O)(=O)Nc1ccc(C2=NN(C(=O)c3ccco3)C(c3ccco3)C2)cc1 (stereo unspecified)	-3	-3	-2	0	-12	0	-13	4	-8	3
O=C(NNC(=O)c1cc2cc(Br)ccc2oc1=O)c1ccc(O)cc1	6	2	8	-2	2	-1	8	7	-1	-6
O=C1CCN(CCc2ccccc2)CCN1[C@H](CO)c1ccccc1	1	1	0	15	3	2	-6	1	3	12
COc1ccc(CNC(=O)C(=O)NCC2OCCN2S(=O)(=O)c2ccc(OC)c(OC)c2)cc1 (stereo unspecified)	3	16	2	-4	2	-5	-2	-3	0	4
Cn1c(CNS(=O)(=O)c2ccc(F)cc2)n[nH]c1=S	0	-2	5	-1	3	1	3	-2	3	3
CCOc1ccc(C(=O)c2cccs2)cc1	1	1	-2	0	-2	-2	-2	-2	-5	0
Cc1noc(C)c1C(=O)NC(C)C1CCCO1 (stereo unspecified)	-2	-3	9	0	0	3	1	-1	4	4
C=CCn1c(SC(C)C(=O)NCCC2=CCCCC2)nc2ccccc2c1=O (stereo unspecified)	-7	-8	15	2	0	-1	-5	-2	-10	-5
COc1ccccc1CNC(=O)C1CC(c2ccccc2C(F)(F)F)=NO1 (stereo unspecified)	-2	-3	0	1	-1	3	-2	-5	-7	2
CCOC(=O)N1CCN(C(=O)c2n[nH]c(=O)c3ccccc23)CC1	5	5	5	1	0	-2	-6	-4	-3	1

This is a subset; rates above refer to the full screens.
